# Bioassay records from PubChem.
# EP2 antag: EP2 receptor (human) inhibition; P43116; C6 glioma cells expressing human EP2, cAMP TR-FRET; cells stimulated with saturating PGE2; inhibition, % at 25 µM; 260,000 tested, 0.52% active; AID 1422;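 active means percent inhibition above 40 after rounding to a whole number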;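 further: rat C6 glioma host cells with rolipram phosphodiesterase inhibitor present; the protocol text gives 20 µM as final concentration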
# TNF necrop inh: blocks TNF-alpha induced death of Jurkat FADD-/- cells | Jurkat FADD-/- TNF necroptosis rescue, ATP luminescence, 24 h; 0 = TNF only, 100 = no-TNF cells | activation (protection from cell death), % at 10 µM | 220,000 tested, 0.068% active | AID 463075;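 active means activation, meaning protection from cell death, of at least 50% relative to plate controls; inactive means activation below 50%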;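 further: necroptosis triggered by 40 ng/mL TNF-alpha added together with compound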
# EP2 modulator: EP2 receptor (human) modulation; P43116; EP2-expressing cells, cAMP HTRF FRET, PGE2 co-stimulation; induction, % at 25 µM; 260,000 tested, 0.83% active; AID 940;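 active means compounds whose cAMP rise, as percent of the full-agonist control response, exceeds 60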;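 further: rat C6 glioma line stably carrying human EP2 under a CMV promoter; the protocol text gives 20 µM as final concentration; 100% = response of wells given 1 µM PGE2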
# Runt-SMMHC FRET: inhibitors of human RUNX1 Runt domain binding to CBFb-SMMHC; Q01196+Q13951; Cerulean-Runt/Venus-CBFb-SMMHC FRET ratio 530/480, 1 h; inhibition, % at 20 µM; 220,000 tested, 0.74% active;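 active means mean inhibition across duplicate retests at 20 µM reaching about 50%, limit read from the data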;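 further: 0% = DMSO wells and 100% = wells with excess untagged CBFb-SMMHC; inhibitors lower the FRET ratio by blocking Runt binding to CBFb-SMMHC; some results filed as inactive read as strong as hits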
# Runt-CBFb FRET: blocks binding of human RUNX1 Runt domain to CBFb | inhibition, % at 20 µM | Cerulean-Runt/Venus-CBFb FRET ratio 530/480, 1 h | 220,000 tested, 0.46% active;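 active means inhibition over about 50% at 20 µM in the single-dose screen, limit read from the data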;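 further: 0% = DMSO wells and 100% = excess unlabeled CBFb competitor control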
#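 Measured by: fluorescence energy transfer, 422 nm excitation, 530/480 nm emission; test system: Cerulean-tagged RUNX1 Runt domain (FRET donor) fusion protein; buffer or medium: Tris pH 7.5 buffer with BSA; compound: one dose, 20 µM compound, 1% DMSO; times: two 1 h room-temperature incubations shielded from light; benchmarks: unlabeled CBFb 5 µM, positive control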
# PERK inh: human PERK inhibition, primary cell-based screen | 220,000 tested, 0.17% active | AID 1416 | CHO PERK-DD fusion, SEAP luminescence translation reporter | inhibition, % at 5.6 µM;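 active means inhibition above the mean inhibition of all tested compounds plus 3 SD, set separately per screening campaign, cut at about 2.9% in these data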;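 further: PERK kinase domain activated by AP20187 dimerizer at 100 nM; 0% = DMSO with dimerizer and 100% = rapamycin at 8.4 µM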
# zVAD death inh: L929 zVAD cell death inhibition; viability rescue, % at 10 µM; 220,000 tested, 0.38% active; L929 zVAD necroptosis rescue, ATP luminescence, 24 h; with zVAD 60 µM;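 active means activation, scaled between plate controls, above about 75%, limit read from the data; inactive means activation under that limit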;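 further: 0% = zVAD with DMSO and 100% = DMSO alone without zVAD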
# Hck Nef HTS: inhibitors of human Hck kinase activated by Nef; 220,000 tested, 0.68% active; P08631; inhibition, % at 20 µM; Recombinant Hck-YEEI plus Nef, Z-Lyte FRET kinase assay; AID 463187;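 active means Hck-Nef kinase inhibition above about 50%, limit read from the data; inactive means inhibition below that limit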;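 further: 0% = DMSO with Hck plus Nef and 100% = Hck alone without Nef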
# Target sequence (P08631 whole entry, looked up): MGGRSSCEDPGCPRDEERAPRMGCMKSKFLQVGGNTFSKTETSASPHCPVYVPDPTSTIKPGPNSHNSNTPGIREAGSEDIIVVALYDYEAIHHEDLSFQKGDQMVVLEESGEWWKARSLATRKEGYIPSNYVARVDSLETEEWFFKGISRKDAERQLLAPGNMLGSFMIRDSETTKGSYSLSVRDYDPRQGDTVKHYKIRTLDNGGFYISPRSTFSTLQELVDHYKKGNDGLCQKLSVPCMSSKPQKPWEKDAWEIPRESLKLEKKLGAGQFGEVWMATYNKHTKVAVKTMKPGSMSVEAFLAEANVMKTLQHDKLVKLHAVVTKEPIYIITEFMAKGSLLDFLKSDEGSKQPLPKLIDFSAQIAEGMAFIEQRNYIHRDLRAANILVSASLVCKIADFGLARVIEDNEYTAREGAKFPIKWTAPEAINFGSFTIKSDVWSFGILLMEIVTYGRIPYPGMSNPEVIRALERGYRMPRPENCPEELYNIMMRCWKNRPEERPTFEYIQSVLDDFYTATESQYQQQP
# RBBP9 inhibitor: inhibitors of human serine hydrolase RBBP9; O75884; recombinant RBBP9, FP-Rh probe fluorescence polarization; inhibition, % at 7.94 µM; 220,000 tested, 0.2% active;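 active means inhibition above the campaign mean of all tested compounds plus 3 SD, cut at about 14% in these data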;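 further: plate controls were DMSO wells with RBBP9 for no effect and wells lacking RBBP9 protein for full effect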
# Target sequence (O75884 whole entry, looked up): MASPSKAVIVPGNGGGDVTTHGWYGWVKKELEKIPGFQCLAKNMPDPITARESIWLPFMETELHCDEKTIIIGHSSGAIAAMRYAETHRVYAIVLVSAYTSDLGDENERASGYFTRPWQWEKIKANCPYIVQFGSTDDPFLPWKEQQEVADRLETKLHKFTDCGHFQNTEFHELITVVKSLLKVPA
#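 System: RBBP9 protein / Buffer or medium: Tris/NaCl buffer pH 8.0 with 0.1% Pluronic / Probe or stimulus: Serine-hydrolase probe FP-Rh, 375 nM pre-mixing / Dosing: 7.94 µM single dose, 0.794% DMSO / Times: enzyme-compound preincubation 30 min, then probe labeling 45 min, 25 °C / Technique: fluorescence polarization (mP), excitation 525 nm, emission 598 nm / Replication: singlicate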
# Starred values were filed as active, the others as inactive; / = not tested or not shown. These rows are one share of the data (hit frequency here may not be typical).
SMILES,EP2 antag,TNF necrop inh,EP2 modulator,Runt-SMMHC FRET,Runt-CBFb FRET,PERK inh,zVAD death inh,Hck Nef HTS,RBBP9 inhibitor
O=C(Nc1ccc(Br)cc1)c1ccc(N2C(=O)C3CC=C(Cl)CC3C2=O)cc1 (stereo not drawn),19,0.2,-20,-4,3,-1.5,9.0,1,-11
COc1ccccc1/C=N/Nc1cc(N(C)C)nc(N(C)C)n1,8,0.7,19,0,-2,0.2,0.1,-4,-15
O=C1C2C3C=CC(C3)C2C(=O)N1c1ccc2c(c1)OCO2 (stereo not drawn),9,14,-14,-9,-1,-0.3,3.2,0,-6
CCCCC(c1nnnn1CC1CCCO1)N1CCN(c2cccc(C)c2C)CC1 (stereo not drawn),4,0.1,15,2,-3,-1.0,0.0,-1,-8
COc1cc(CCN2C(=O)N[C@@H](CCc3ccccc3)C(C(C)=O)=C2C)cc(OC)c1OC,10,2.2,10,0,-2,-0.9,-1.4,-5,-10
Cc1ccc2c(c1)sc1ncc(NC(=O)c3ccc(F)cc3)c(=O)n12,8,-0.3,15,0,/,-0.2,0.6,5,-4
O=C(NCCc1ccc(O)cc1)c1ccc(Cl)cc1,5,-2.4,-24,1,/,1.9,0.0,0,0
CC1=C2C(=O)OC(c3ccoc3)C2(C)CCC1 (stereo not drawn),13,0.2,16,2,2,1.1,0.2,-1,-8
COC(=O)N1CN(C(=O)OC)CN(C(=O)OC)C1,1,-2.1,-3,-1,-1,2.4,0.0,1,-3
Cc1ccc(-c2nnn(CC(=O)N(CC(=O)NC3CCCC3)c3ccc(F)c(Cl)c3)n2)o1,10,-0.5,7,5,-1,-0.4,-0.6,2,-4
Cc1ccc(N2C(=O)C3C4C=CC(CNC(=S)N5CCN(c6ccccn6)CC5)(O4)C3C2=O)cc1 (stereo not drawn),8,-2.0,7,28,35,1.6,-1.0,27,0
O=C(Cc1ccc(Cl)c(Cl)c1)OCC(=O)c1ccc[nH]1,6,2.9,-2,-2,-2,0.7,-0.2,2,-15
Cc1ccc(C(=O)CSc2ncn[nH]2)cc1,13,1.7,-11,-4,6,0.9,2.6,9,-1
COc1ccc(-c2nc(CSCC(=O)NCc3ccc4c(c3)OCO4)c(C)o2)cc1OC,8,-2.5,-21,0,0,-0.2,-0.1,1,4
NC(=O)c1ccccc1NC(=O)Nc1cccc(Cl)c1,14,-2.6,-14,2,2,-0.6,-0.4,1,2
COc1cccc(-c2nnc(NC(=O)c3ccc(Cl)s3)o2)c1,8,-2.1,-2,-7,5,0.5,/,-8,-4
C=CCn1c(-c2ccoc2)n[nH]c1=S,11,1.7,16,1,4,0.5,1.9,-1,-2
O=C(C1CC1)N1CCc2cc(Br)cc(S(=O)(=O)NCC3COc4ccccc4O3)c21 (stereo not drawn),9,-0.8,-32,2,1,-0.8,4.8,-1,-6
CCCCN(C)C(=O)C(Cc1ccccc1)NS(=O)(=O)c1ccc2c(c1)CCC(=O)N2 (stereo not drawn),17,-1.3,-17,-2,-1,2.0,0.6,5,2
O=C(O)/C(=C\c1cccs1)c1ccccc1,15,0.4,4,2,2,0.9,10,14,-7
COc1ccc(CCn2c(=O)[nH]c3cc(C(=O)NCCN4CCOCC4)ccc3c2=O)cc1OC,/,-0.7,8,3,1,1.0,-0.3,0,1
CNc1nc(Nc2ccc(C)c(Cl)c2)nc(N)c1[N+](=O)[O-],12,-5.5,41,-8,-7,0.8,0.1,6,-10
CCC(=O)Nc1cccc(C2=NOC3(C2)C[C@@H](C(N)=O)N(C(=O)C2(C)CC2)C3)c1 (stereo partly drawn),6,0.5,15,-3,2,/,-0.2,15,/
O=C(Cc1n[nH]c(=O)c2ccccc12)NCc1ccccc1,4,-0.4,16,0,1,0.1,1.3,22,-1
CSc1cccc(NS(=O)(=O)c2cccs2)c1,-1,0.3,13,2,0,0.9,0.1,0,-1
Cn1c(N)c(C(=O)c2cc(-c3ccccc3)nc3ccccc23)c(=O)n(C)c1=O,22,-2.6,-50,-7,1,-0.2,0.4,4,-4
CSc1ccccc1NC(=O)Nc1cccc(F)c1,8,1.9,-20,4,0,1.1,2.2,7,5
Cc1ccc(NC(=O)CN2C(=O)CSC2=O)cc1,-2,1.3,19,3,-1,0.5,-0.5,-11,0
COc1ccc(NC(=O)CC2SC(=NCc3ccccc3OC)NC2=O)cc1 (stereo not drawn),7,-4.6,-54,0,1,-1.2,0.3,0,-6
CN(C)c1cccc2c1c(NC(=O)c1ccc(Cl)cc1)nn2C,4,0.0,0,6,21,-0.6,1.4,0,-4
N#CCCS(=O)(=O)c1ccc(N)cc1,3,1.6,20,-2,1,1.4,-0.1,2,-11
N#CC1=C(N)OC2=C(C(=O)CCC2)C1c1ccoc1 (stereo not drawn),12,-0.5,20,2,-1,0.8,4.1,21,-6
CCOC(=O)c1ccccc1OCc1cc(/C=N/NC(=O)c2ccncc2)ccc1OC,12,-0.6,-49,0,-4,-1.7,0.8,19,-12
Clc1cccc(-c2nc(NCCCN3CCOCC3)c3ccccc3n2)c1,7,1.6,-32,-2,-4,-1.2,6.9,1,-9
CC(C)OCCCn1c(-c2ccc(Br)cc2)c[nH]c1=S,4,-1.5,30,13,8,0.2,-0.2,15,-4
O=c1[nH]c2ccccc2nc1C(Nc1ccccc1)c1ccccc1 (stereo not drawn),7,0.4,41,1,0,0.8,0.0,4,6
O=C(Nc1cccc(C(F)(F)F)c1)C1CCCN(c2ncccn2)C1 (stereo not drawn),7,-3.3,-31,0,-1,-0.9,0.3,0,-5
Cc1cc(C(F)(F)F)nc(NCc2ccc(F)cc2)n1,7,-1.5,35,3,-5,1.1,1.5,2,-6
O=C(CC1SC(=Nc2cccc3ccccc23)N(Cc2ccccn2)C1=O)Nc1ccccc1Br (stereo not drawn),5,1.3,12,7,0,-0.2,0.2,-6,-6
O=C(CSc1nc(-c2ccccc2)cs1)Nc1ccccc1[N+](=O)[O-],3,2.3,6,0,-1,0.8,0.0,3,-7
O=C(NC1CCCC1)C(c1ccc(F)cc1)N(Cc1ccc(F)cc1)C(=O)c1ccn[nH]1 (stereo not drawn),6,-5.2,3,-1,/,-0.4,-0.2,1,-8
O=C(CSCc1c(F)cccc1Cl)Nc1ccccc1C(=O)N1CCOCC1,4,-1.5,-5,-2,-1,0.0,3.9,23,-11
Cc1sc2nc(CSc3nnnn3-c3ccc(Cl)cc3)[nH]c(=O)c2c1C,2,0.4,-2,-28,-9,0.4,1.8,1,-4
CCCCn1nc2cc(C(=O)NCC3CC3)ccc2c1OCC,12,-2.5,-2,-5,-1,1.9,0.3,1,7
CC1CCN(S(=O)(=O)N2CCC(C(=O)NC3CCCC3)CC2)CC1,5,0.1,15,-1,1,1.1,5.2,24,1
COCC(=O)Nc1cc([N+](=O)[O-])ccc1C,13,-1.7,12,-2,0,0.5,0.4,-1,-8
Cc1cc(C)nc(NC(=O)c2cccc([N+](=O)[O-])c2C)n1,12,-2.9,16,2,0,0.3,-0.1,1,1
CCOC(=O)C(NC(=O)c1ccc(OC)cc1)(N1CCOCC1)C(F)(F)F (stereo not drawn),6,1.2,20,4,0,1.2,-1.3,3,2
Cn1nnnc1SCC(=O)Nc1ccc(Br)cc1Cl,6,-0.2,-5,4,-2,0.7,0.0,0,-6
Cc1cccc(CCNC(=O)CCc2nnc(CCc3ccccc3)o2)n1,6,1.5,-9,4,-3,1.3,-1.0,17,-4
COc1ccccc1CNC(=O)C1CC(c2c(Cl)cccc2Cl)=NO1 (stereo not drawn),3,-3.8,4,-4,/,0.2,0.7,0,-3
CC(C)c1c(Cl)c(O)c(-c2ccccc2)c(=O)n1-c1ccc(F)cc1,3,2.2,17,-10,-2,0.4,0.7,10,0
Cc1ccc(S(=O)(=O)N2CCC(C(=O)N[C@H](C(=O)NCc3ccco3)C(C)C)CC2)cc1,6,-1.1,12,3,0,1.0,0.0,0,-5
CC(C)(CCl)C(=O)Nc1ccc(C(F)(F)F)cc1,12,3.7,-97,-2,0,2.2,9.8,12,1
CCCCOc1nc(N2CCOCC2)nc(C)c1[N+](=O)[O-],11,-1.5,11,-1,-3,0.1,0.2,18,-5
